High-throughput results (PubChem)
Shn3 3UTR inh: inhibitors of Schnurri-3 3'UTR reporter in osteoblasts; inhibition, % at 12.5 µM; Clone20 osteoblast Shn3 3'UTR firefly luciferase, 24 h; actives 0.52% (n = 360,000);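 active means mean inhibition of at least 75% with every replicate also reaching 75%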;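 further: 0% = median of neutral control wells and 100% = pilot-screen positive control compound; some compounds past the cut are filed as inactive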
m5-HT2A agonist: mouse HTR2A agonism via beta-arrestin recruitment; P35363; CHO-K1 mHTR2A beta-arrestin complementation, luminescence; percent of 30 µM serotonin response; activation, % at 7.6 µM; actives 0.66% (n = 360,000);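 active means activation above a run cutoff, the mean activation of all tested compounds plus 3 SD, cut at about 14% in these data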;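 further: 0% = plate median of compound wells and 100% = 30 µM serotonin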
iPSC survival up: enhancers of human iPSC single-cell survival | survival enhancement, % at 20 µM | actives 0.044% (n = 360,000) | hiPSC single-cell survival, ATPlite luminescence; 100% = ROCK inhibitor wells, 0% = DMSO; in the data active means survival enhancement above about 18%;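 further: cells exposed to compounds for 16 hours before the ATP read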
Peg3 promoter: inhibitors of Peg3 promoter. HeLa PEG-Prom luciferase reporter, luminescence, overnight. inhibition, % at 20 µM. actives 1.7% (n = 360,000);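 active means inhibition of at least 50% at 20 µM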
PDI turbidity: blocks human protein disulfide isomerase activity; P07237; PDI insulin aggregation turbidity, A650, 90 min; inhibition, % at 10 µM; actives 0.052% (n = 350,000); AID 588391;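 active means mean inhibition across replicates of 30% or more, whatever share of single replicates reach that level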;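 further: absorbance from insulin aggregation driven by PDI reduction with DTT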
Target sequence (P07237 whole entry, looked up): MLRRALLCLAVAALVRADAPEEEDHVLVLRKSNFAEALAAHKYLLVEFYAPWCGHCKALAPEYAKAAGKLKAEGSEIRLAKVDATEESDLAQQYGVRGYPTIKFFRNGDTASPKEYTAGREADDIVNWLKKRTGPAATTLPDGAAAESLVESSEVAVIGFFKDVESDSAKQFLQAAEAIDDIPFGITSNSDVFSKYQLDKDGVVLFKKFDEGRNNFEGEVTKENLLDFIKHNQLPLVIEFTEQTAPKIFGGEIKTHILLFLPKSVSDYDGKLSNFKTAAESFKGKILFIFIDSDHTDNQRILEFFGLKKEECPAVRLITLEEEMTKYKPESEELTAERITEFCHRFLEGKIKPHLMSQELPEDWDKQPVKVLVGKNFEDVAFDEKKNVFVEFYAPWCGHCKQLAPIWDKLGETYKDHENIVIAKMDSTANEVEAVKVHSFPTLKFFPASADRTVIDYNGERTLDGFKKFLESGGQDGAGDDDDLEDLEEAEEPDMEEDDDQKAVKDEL
TRPM1 prom inh: MITF TRPM1 promoter inhibition in SK-MEL-5 cells; SK-MEL-5 TRPM1 promoter luciferase, 24 h; AID 488899; inhibition, % at 12.5 µM; actives 0.83% (n = 330,000);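 active means mean inhibition across replicates of 60% or more, whatever share of single replicates reaches that level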; further: values of inactives mirror those of a sister screen read the other way
NR2E3 ag-1: activates human photoreceptor nuclear receptor NR2E3; Q9Y5X4; GST-NR2E3/biotin-RetCOR TR-FRET, 1536-well; inhibition of corepressor binding, % at 4.78 µM; actives 0.12% (n = 320,000); AID 2300;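 active means percent inhibition above the cutoff of mean plus 3 SD of all tested compounds, set per screening campaign, cut at about 20% in these data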;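 further: 0% = DMSO wells and 100% = biotin wells as full block of FRET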
Target sequence (Q9Y5X4 whole entry, looked up): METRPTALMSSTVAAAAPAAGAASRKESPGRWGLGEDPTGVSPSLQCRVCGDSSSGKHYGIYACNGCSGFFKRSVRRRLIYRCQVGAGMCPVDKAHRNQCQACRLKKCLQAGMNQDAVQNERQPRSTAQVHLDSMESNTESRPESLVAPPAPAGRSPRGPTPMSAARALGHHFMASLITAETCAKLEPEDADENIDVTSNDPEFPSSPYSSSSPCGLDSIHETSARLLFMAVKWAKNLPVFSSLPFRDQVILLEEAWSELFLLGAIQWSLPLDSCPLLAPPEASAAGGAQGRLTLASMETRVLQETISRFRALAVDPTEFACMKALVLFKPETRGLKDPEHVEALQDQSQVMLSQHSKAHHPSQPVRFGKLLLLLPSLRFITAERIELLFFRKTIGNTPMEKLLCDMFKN
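Material: NR2E3–RetCOR corepressor complex | Quantity: 1.35 nM GST-tagged NR2E3 final | Schedule: 5 h at 4 °C | Replication: Singlicate compound wells | Reagent: RetCOR corepressor, biotinylated, 7 nM | Controls: Biotin wells as high control, 0.6% DMSO wells as low control | Signal: TR-FRET, Eu(K)-anti-GST donor, streptavidin-D2 acceptor, ex 340, em 617/671 nm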
Cardio protect: modulators protecting cardiomyocytes from myocardial damage | H9c2 cardiomyocytes, H2O2 injury protection, ATPLite, 2 h | AID 588492 | protection from H2O2 cell death, % at 20 µM | actives 0.63% (n = 360,000);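 active means compounds giving at least 50% protection of heart cells from peroxide-induced death in the single-dose screen, raw or plate-pattern-corrected value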;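 further: 0% = DMSO wells with peroxide and 100% = DMSO wells without peroxide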
HIF-2a inh: HIF-2a inhibition. 786-0 RCC cells HIF-2a reporter, luciferase luminescence, overnight. AID 624352. actives 0.72% (n = 360,000). inhibition, % at 18.8 µM;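 active means inhibition of the luminescence signal of 40% or more relative to plate controls, in a single-dose primary screen at 18.75 µM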
NR2E3 ag-2: human photoreceptor-specific nuclear receptor agonism; CHO-S Gal4-NCOR/VP16-NR2E3 two-hybrid, luciferase; AID 602229; Q9Y5X4; inhibition of corepressor binding, % at 3.98 µM; actives 0.35% (n = 360,000);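 active means inhibition above the mean of all tested compounds plus 3 SD, cut at about 70% in these data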;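 further: 0% = DMSO with NR2E3 transfected cells and 100% = cells lacking NR2E3 construct; higher means lower luciferase signal from less NR2E3 corepressor binding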
CaV13 FRET inh: Primary screen for inhibitors of IQ motif and Ca2+-dependent inactivation inhibitor domain binding in CACNA1D, Förster resonance energy transfer in living cells, …. HEK cells, CFP/YFP FRET ICDI-IQ, plate reader, 10 min; percent FRET-ratio fall versus neutral wells. inhibition, % at 12.3 µM. actives 0.098% (n = 340,000);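 active means mean replicate inhibition of at least 30% and at least 1% of replicates passing that level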;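 further: 0% = median of the neutral control wells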
An asterisk follows results filed as active; x = not tested or not shown.

Values in the order: Shn3 3UTR inh	m5-HT2A agonist	iPSC survival up	Peg3 promoter	PDI turbidity	TRPM1 prom inh	NR2E3 ag-1	Cardio protect	HIF-2a inh	NR2E3 ag-2	CaV13 FRET inh
COc1cccc(NC(=O)C2CCN(c3cnccn3)CC2)c1
→ -9	0	-0.6	0	8	4	3	-2	5	-7	-6
Cc1cccc(NC(=S)N(Cc2cccc(Br)c2)CC2CCC(C(=O)O)CC2)c1 (stereo not drawn)
→ 14	6	2.2	15	2	3	2	-5	-5	30	8
c1ccc(-c2nc(N3CCOCC3)cc(N3CCOCC3)n2)cc1
→ -7	3	-0.9	8	-3	4	-3	-5	22	3	7
OCC[C@H]1C[C@H](O)[C@@H](O)[C@]2(OCc3ccccc32)O1
→ 14	4	-2.4	19	-5	-4	-2	8	7	-7	-11
Cc1cccc(CS(=O)(=O)Cc2ccc(C(=O)NC3CCCC3)o2)c1
→ 2	2	0.0	23	1	7	-3	0	12	28	-6
Cc1cccc(C(=O)OCC(=O)NCc2cccs2)c1
→ -3	7	0.2	-12	9	-11	-2	-1	4	8	1
Cc1ccc(C(=O)NNC(=O)c2ccc(NS(=O)(=O)c3cccs3)cc2)o1
→ -17	0	1.7	1	-6	3	2	-6	10	-22	-2
CCC(CC)C1C(C#N)=C(N)Oc2cc(C)oc(=O)c21 (stereo not drawn)
→ -19	0	-2.3	-3	1	4	0	6	5	-13	-9
O=C(NCc1cccc(C(F)(F)F)c1)C1CC(c2ccccc2C(F)(F)F)=NO1 (stereo not drawn)
→ -19	2	-3.2	34	-5	11	3	-2	12	-44	-9
CCOC(=O)C1=CCC(c2ccccc2C)N(S(=O)(=O)c2ccc(C)cc2)C1 (stereo not drawn)
→ -16	-2	-0.8	14	x	x	x	-3	13	-4	x
Cc1cccc(CSc2nn3c(=O)c(C)nnc3s2)c1
→ 14	3	5.4	-16	-4	4	4	5	14	-14	-4
CC1CC2(CCCCC2)Nc2ccc3ccccc3c21 (stereo not drawn)
→ 9	-7	-4.5	7	0	-3	2	-7	7	-4	-6
Cc1ccc(CNC(=O)Cc2cccs2)cc1
→ -9	5	-1.9	-91	-8	-26	-1	-6	-124	-40	x
CCOC(=O)N1CCN(C(=O)/C=C/c2ccc(OC)c(OC)c2)CC1
→ 24	3	1.3	17	-3	-10	1	5	5	10	-11
CCn1nnc(NC(=O)C(c2ccccc2)c2ccccc2)n1
→ 5	1	0.4	9	-1	10	-2	-1	3	16	4

2 of these compounds in a different format:
> Cc1cccc(C(=O)OCC(=O)NCc2cccs2)c1
  Shn3 3UTR inh: -3; m5-HT2A agonist: 7; iPSC survival up: 0.2; Peg3 promoter: -12; PDI turbidity: 9; TRPM1 prom inh: -11; NR2E3 ag-1: -2; Cardio protect: -1; HIF-2a inh: 4; NR2E3 ag-2: 8; CaV13 FRET inh: 1
> COc1cccc(NC(=O)C2CCN(c3cnccn3)CC2)c1
  Shn3 3UTR inh: -9; m5-HT2A agonist: 0; iPSC survival up: -0.6; Peg3 promoter: 0; PDI turbidity: 8; TRPM1 prom inh: 4; NR2E3 ag-1: 3; Cardio protect: -2; HIF-2a inh: 5; NR2E3 ag-2: -7; CaV13 FRET inh: -6

Continuation.
Values in the order: Shn3 3UTR inh	m5-HT2A agonist	iPSC survival up	Peg3 promoter	PDI turbidity	TRPM1 prom inh	NR2E3 ag-1	Cardio protect	HIF-2a inh	NR2E3 ag-2	CaV13 FRET inh
COc1ccc(/C=C/c2cccc[n+]2C)c(O)c1
→ -5	0	-0.4	-4	0	0	-4	3	-3	-32	-6
CCOC(=O)CSc1cc(=O)n(CC)c2ccccc12
→ -4	12	1.3	22	-2	1	-2	20	5	-5	x
Cc1ccc(C(=O)NC(CCc2ccccc2)C(=O)O)cc1 (stereo not drawn)
→ -8	7	1.5	-8	6	-3	x	0	-1	-11	-4
O=C(Nc1ccc(N2CCN(c3ccc(C(F)(F)F)cn3)CC2)nc1)c1cccs1
→ 18	-3	-0.4	-2	-3	1	-1	2	10	-7	-5
Cc1ccc(-c2[nH]nc3c2C(c2ccoc2)C(C#N)=C(N)O3)cc1C (stereo not drawn)
→ -3	3	4.2	13	-5	8	3	4	-6	-26	x
Cc1cccc(NC(=O)c2cccnc2)c1C
→ -17	6	-0.4	-3	-5	-7	2	-6	9	-30	-19
O=C(NC(=S)NCCC1=CCCCC1)c1ccco1
→ -17	-3	7.2	-109	1	-35	-3	-9	-158	-36	-7
COC(=O)c1ccc(-n2cncn2)c([N+](=O)[O-])c1
→ 1	-2	1.0	6	3	14	3	-7	2	-10	-4
Cc1nnsc1S(=O)c1ccccc1Cl (stereo not drawn)
→ 14	4	-0.6	5	1	3	-2	4	16	-24	-5
COc1ccc(OC)c2c(C)cc(N3CCN(C(=O)c4ccc(Cl)cc4)CC3)nc12
→ 10	-1	-1.3	6	-5	-8	2	3	-10	-8	-8
O=C(Cn1c(COc2ccccc2)nc2ccccc21)Nc1cc(Cl)cc(Cl)c1
→ 22	5	-1.7	49	-3	7	3	-2	19	9	-5
COc1ccc(C(=O)NC(=S)N2CCNC(=O)C2)cc1Br
→ -3	3	-0.5	9	1	-1	2	-8	0	-22	-4
CCCNS(=O)(=O)c1ccc(OCC(=O)Nc2ccc3c(c2)OCO3)cc1
→ -16	2	-0.8	8	-3	-2	3	-3	5	-1	-10
O=c1cc(N2CCCCC2)c(-c2ccccc2)nn1Cc1cccc(Cl)c1
→ 4	-3	3.0	13	15	9	1	-10	0	-8	-3
O=C1NC(=O)C(Cc2ccccc2)(c2cccnc2)N1 (stereo not drawn)
→ 7	3	-0.8	1	-4	-3	4	-2	20	-10	-3
O=S1(=O)CC/C(=N\O)c2ccccc21
→ 2	6	5.9	9	1	-4	3	4	14	9	-5
COc1cccc(CC2(CO)CCCN(CC3=Cc4cc(Cl)ccc4OC3)C2)c1 (stereo not drawn)
→ 2	-5	0.0	19	-3	-9	1	-1	9	-20	-5
CC1(C(=O)NC(=S)NNC(=O)c2ccncc2)CCCCC1
→ 16	-3	0.4	17	-2	25	2	15	20	-6	-4
Cc1ccc(Sc2nnc(-c3ccccc3)cc2C#N)cc1
→ 8	-2	1.9	8	5	-6	-1	-4	5	-27	-2
CC(C)CNS(=O)(=O)c1ccc(CCC(=O)NCCC2=CCCCC2)cc1
→ 36	-5	-0.2	12	-2	-3	1	-4	14	-9	-7
Cc1ccc(-c2nnn(CC(=O)N(Cc3ccco3)C(C(=O)NC(C)(C)C)c3ccc(C)o3)n2)o1 (stereo not drawn)
→ 28	0	-0.2	21	4	20	3	1	7	30	-5
CCOC(=O)CC(=O)CSc1nc(-c2ccc3c(c2)OCO3)cc(C(F)(F)F)c1C#N
→ 16	0	-2.5	2	1	12	1	-4	10	8	-16
COC(CNC(=O)C(=O)NCC1OCCN1C(=O)c1ccc(Cl)cc1)OC (stereo not drawn)
→ -44	2	-1.1	10	x	11	-3	8	11	8	-3
CCOC(=O)c1nn(-c2ccc(C)cc2)c(C)c1C(C)=O
→ 2	4	-0.2	0	0	2	2	-2	-2	-12	-4
CC(=O)c1ccc2c(c1)CC(C)C(=O)N2C (stereo not drawn)
→ -8	1	0.0	8	3	-4	0	6	10	-16	-3
CCn1c(O)c2ccc(C(=O)N=NC(=O)c3cccnc3)cc2c1O
→ -17	5	3.5	1	9	7	-3	-2	-2	0	-8
O=C(COCc1cc(-c2ccc3c(c2)OCO3)on1)N1CCCCC1
→ -51	-4	-0.5	-239	-8	-42	2	-1	-195	-97	-6
Cc1ncc(CN2CCCC(C(=O)Nc3ccc(-c4cscn4)cc3)C2)cn1 (stereo not drawn)
→ 13	8	3.9	-1	1	1	2	5	1	9	-7
CSc1nncc(-c2ccc(F)c(F)c2)n1
→ 6	1	-3.4	-9	2	-9	-1	3	-36	-5	-6
CC1CCCCC1NC(=O)c1ccc(NS(=O)(=O)c2ccc3[nH]c(=O)[nH]c3c2)cc1 (stereo not drawn)
→ 0	0	-0.3	-4	0	-9	-2	2	-5	11	-4
CN(C)c1ccc(CNC(=O)C2(C)Cc3c(-c4ccc5c(c4)OCO5)ccnc3O2)cc1 (stereo not drawn)
→ 3	-2	-4.3	11	0	x	x	-2	8	-40	6
CNc1nc2c(Cl)cc(Cl)cc2s1
→ -3	-5	-0.2	-34	0	-23	5	-1	-37	16	-5
O=C(Cc1cccs1)NCc1ccccc1F
→ -14	1	-1.1	-67	-4	-42	-4	0	-70	-15	-7
O=C(NN1CCOCC1)c1c(-c2ccccc2)sc2ccccc12
→ -10	3	-2.1	1	-5	10	x	6	6	-4	-4
COc1cccc(/C=C/C(=O)OCC(=O)NCc2ccc(Cl)cc2)c1
→ -4	-2	1.2	7	-1	7	1	-2	14	-35	-7
Cc1ccc(C2=NOC(C)(c3nnc(-c4ccc(Cl)cc4)o3)C2)cc1 (stereo not drawn)
→ -1	2	0.8	5	-2	-7	-5	-2	-4	21	-5
CN(C)CCn1c(C(=O)O)cc2ccccc21
→ -1	0	-1.0	5	-6	7	5	1	15	-28	0
CCOC(=O)c1cnc(-n2nc(C)cc2C)nc1NCCO
→ -3	-1	4.0	9	2	5	1	-3	10	12	-3
O=C(CCc1ccccc1)Nc1nc2c(F)cc(F)cc2s1
→ -4	-1	-0.1	-188	-2	-78	-2	-9	-237	-142	-3
CCn1c2ccccc2c2cc(NC(=O)COC(=O)c3cc(S(=O)(=O)N4CCCCC4)ccc3Cl)ccc21
→ -2	-4	-0.7	-25	11	3	-3	0	-8	2	-3

Random draw from the library; 3.9% or so of the library scored in one or more.
